Screens deposited in PubChem BioAssay by Broad Institute.
BioA inh = BioA (M. tuberculosis) enzyme inhibition; AID 602481; inhibition, % at 9.99 µM; hit rate 0.096% among 360,000; purified M. tuberculosis BioA enzyme, plate reader; in the data active = inhibition above about 40%
An asterisk follows results filed as active. A portion of the library; count on the stated rates, not on these rows.

Screening CCS(=O)(=O)Nc1ccc2c(c1)C(=O)N(C)[C@H]1CC[C@@H](CC(=O)OC)O[C@@H]1CO2 returned BioA inh -4.5.
`O=C(C[C@H]1CC[C@@H]2[C@H](COC[C@H](O)CN2S(=O)(=O)c2cccc(F)c2)O1)Nc1ccccc1` gave BioA inh -4.0.
For N#C[C@@H]1[C@@H](c2ccc(C#Cc3ccccc3F)cc2)[C@H](CO)N1C(=O)c1cccnc1 the results were BioA inh 0.5.
For COCC(=O)Nc1ccc2c(c1)C(=O)N(C)C[C@H](OC)[C@H](C)CN(CC1CCCCC1)[C@@H](C)CO2 the results were BioA inh 6.3.
COc1ccc(CN(C)C[C@@H]2Oc3ccc(NC(=O)Nc4ccc5c(c4)OCO5)cc3CC(=O)N([C@@H](C)CO)C[C@H]2C)cc1 was read as BioA inh 0.5.
`C[C@@H]1CCCCO[C@@H](CN(C)C(=O)C2CCCCC2)[C@H](C)CN([C@@H](C)CO)C(=O)c2cc(NC(=O)c3ccccc3)ccc2O1` gave BioA inh -3.0.
C[C@@H](NC(=O)C[C@@H]1C[C@@H]2c3cc(NC(=O)c4ccc5c(c4)OCO5)ccc3O[C@@H]2[C@H](CO)O1)c1ccccc1 was read as BioA inh -0.9.
For CN1CCN(C(=O)C[C@H]2C[C@H]3c4cc(NS(C)(=O)=O)ccc4O[C@H]3[C@@H](CO)O2)CC1 the results were BioA inh -1.8.
C[C@H](CO)N1C[C@H](C)[C@@H](CN(C)S(=O)(=O)c2ccc(F)cc2)Oc2ccc(NS(=O)(=O)c3ccc(F)cc3)cc2CC1=O was read as BioA inh 1.7.
COCC(=O)Nc1ccc2c(c1)C(=O)N(C)C[C@@H](OC)[C@H](C)CN(C(=O)c1ccccn1)[C@H](C)CO2 was read as BioA inh 3.2.
`CCS(=O)(=O)N1CCCCN2[C@H](C1)[C@@H](c1ccc(C#Cc3ccccc3OC)cc1)[C@@H]2CO` gave BioA inh -1.7.
For C[C@@H]1CN([C@H](C)CO)C(=O)Cc2cc(NS(=O)(=O)c3ccccc3)ccc2O[C@@H]1CN(C)C(=O)Nc1ccc(F)cc1 the results were BioA inh -3.4.

A draw from above in order of length of the SMILES, largest number first:
`C[C@@H]1CCCCO[C@@H](CN(C)C(=O)C2CCCCC2)[C@H](C)CN([C@@H](C)CO)C(=O)c2cc(NC(=O)c3ccccc3)ccc2O1` gave BioA inh -3.0.
C[C@@H](NC(=O)C[C@@H]1C[C@@H]2c3cc(NC(=O)c4ccc5c(c4)OCO5)ccc3O[C@@H]2[C@H](CO)O1)c1ccccc1 was read as BioA inh -0.9.
COc1ccc(CN(C)C[C@@H]2Oc3ccc(NC(=O)Nc4ccc5c(c4)OCO5)cc3CC(=O)N([C@@H](C)CO)C[C@H]2C)cc1 was read as BioA inh 0.5.

The list continues:
Screening C[C@@H]1CN([C@@H](C)CO)C(=O)c2cc(NC(=O)CCCN(C)C)ccc2O[C@@H]1CN(C)S(=O)(=O)c1ccc(Cl)cc1 returned BioA inh -0.6.
`C[C@H]1CN([C@@H](C)CO)C(=O)c2cc(C#CC3CC3)cnc2O[C@H]1CN(C)Cc1ccccn1` gave BioA inh 6.0.
C[C@H]1CN([C@@H](C)CO)C(=O)c2c(c3ccccc3n2C)-c2ccccc2CO[C@@H]1CN(C)C(=O)CCN(C)C was read as BioA inh 0.5.
O=C(C[C@@H]1CC[C@H]2[C@@H](COC[C@@H](O)CN2Cc2cccc(C(F)(F)F)c2)O1)NCc1ccncc1 was read as BioA inh -0.2.
Screening CC(C)NC(=O)N(C)C[C@@H]1Oc2cc(C#C[C@H](C)O)ccc2S(=O)(=O)N([C@@H](C)CO)C[C@H]1C returned BioA inh 1.0.
For O=C(C[C@H]1CC[C@H]2[C@@H](COC[C@H](O)CN2Cc2cccc(-c3ccncc3)c2)O1)N1CCCCC1 the results were BioA inh 0.7.
`CC(=O)N1[C@H](C(=O)NC2Cc3ccccc3C2)[C@@H](CO)[C@@H]2Cn3c(ccc(-c4ccncc4)c3=O)[C@@H]21` gave BioA inh -0.8.
For COc1ccc(S(=O)(=O)N(C)C[C@H]2Oc3ccc(NC(=O)Nc4ccccc4)cc3CC(=O)N([C@H](C)CO)C[C@@H]2C)cc1 the results were BioA inh 1.0.
`COCC(=O)Nc1ccc2c(c1)C(=O)N(C)[C@H]1CC[C@H](CC(=O)Nc3ccccc3C)O[C@@H]1CO2` gave BioA inh -1.5.
`COCc1cn(CC[C@@H]2CC[C@H](NC(=O)Nc3ccc(OC)cc3)[C@H](CO)O2)nn1` gave BioA inh 2.9.
CN(C)C(=O)[C@H]1[C@H](CO)[C@H]2Cn3c(ccc(-c4ccccc4F)c3=O)[C@@H]1N2C(=O)c1ccccc1 was read as BioA inh -1.7.
`COc1ccc(NC(=O)Nc2ccc3c(c2)C(=O)N([C@H](C)CO)C[C@H](C)[C@@H](CN(C)C)O3)cc1` gave BioA inh 0.3.
Screening CO[C@@H]1CN(C)C(=O)c2cc(NC(=O)Cc3ccccc3)ccc2OC[C@H](C)N(C)C[C@@H]1C returned BioA inh -1.5.
Screening Cc1noc(C)c1S(=O)(=O)Nc1ccc2c(c1)C(=O)N([C@@H](C)CO)C[C@@H](C)[C@@H](CN(C)C)O2 returned BioA inh -1.6.
`C[C@H]1CN([C@@H](C)CO)S(=O)(=O)c2ccc(C3=CCCCC3)cc2O[C@@H]1CN(C)C(=O)Cc1ccncc1` gave BioA inh 0.2.
`Cc1noc(C)c1S(=O)(=O)Nc1cccc2c1O[C@H](CN(C)S(=O)(=O)c1cn(C)cn1)[C@H](C)CN([C@H](C)CO)C2=O` gave BioA inh 0.3.
CCCNC(=O)N1C[C@H](C)[C@H](OC)CN(C)C(=O)c2cc(NC(=O)CC)ccc2OC[C@@H]1C was read as BioA inh -0.1.
COc1ccccc1NC(=O)N1C[C@@H](O)COC[C@H]2O[C@H](CC(=O)NCCc3ccncc3)CC[C@@H]21 was read as BioA inh -0.8.
Screening COc1ccccc1-c1cnc2c(c1)C(=O)N([C@H](C)CO)C[C@H](C)[C@@H](CN(C)C(C)=O)O2 returned BioA inh -0.5.
`Cc1noc(C)c1NC(=O)N(C)C[C@@H]1Oc2c(NC(=O)C3CCCCC3)cccc2C(=O)N([C@@H](C)CO)C[C@H]1C` gave BioA inh -1.5.
For C[C@@H]1CN([C@@H](C)CO)C(=O)c2cc(NC(=O)CCN3CCOCC3)ccc2O[C@@H]1CN(C)Cc1ccc(C(F)(F)F)cc1 the results were BioA inh -1.3.
C[C@@H]1CN([C@@H](C)CO)C(=O)c2cc(C#CC(C)(C)O)cnc2O[C@H]1CN(C)C(=O)c1ccccc1F was read as BioA inh 6.0.
O=C(Nc1ccc(C(F)(F)F)cc1)N[C@H]1C=C[C@@H](CC(=O)N2CCCCC2)O[C@H]1CO was read as BioA inh 5.7.
For C[C@@H]1CN([C@@H](C)CO)C(=O)c2cc(C#C[C@@H](C)O)cnc2O[C@@H]1CN(C)C(=O)c1ccccc1 the results were BioA inh 0.2.

Structural class, those above with a CF3 group (3)
O=C(C[C@@H]1CC[C@H]2[C@@H](COC[C@@H](O)CN2Cc2cccc(C(F)(F)F)c2)O1)NCc1ccncc1 was read as BioA inh -0.2.
For C[C@@H]1CN([C@@H](C)CO)C(=O)c2cc(NC(=O)CCN3CCOCC3)ccc2O[C@@H]1CN(C)Cc1ccc(C(F)(F)F)cc1 the results were BioA inh -1.3.
O=C(Nc1ccc(C(F)(F)F)cc1)N[C@H]1C=C[C@@H](CC(=O)N2CCCCC2)O[C@H]1CO was read as BioA inh 5.7.

Remaining list, next part
For C[C@H]1CN([C@@H](C)CO)C(=O)Cc2cc(N(C)C)ccc2O[C@H]1CN(C)C the results were BioA inh -2.3.
COc1ccc(NC(=O)Nc2ccc3c(c2)C(=O)N([C@@H](C)CO)C[C@@H](C)[C@@H](CN(C)C(=O)C2CCCCC2)OCCCC[C@@H](C)O3)cc1 was read as BioA inh 0.1.
COc1ccc(NC(=O)Nc2ccc3c(c2)C(=O)N([C@@H](C)CO)C[C@H](C)[C@@H](CN(C)S(=O)(=O)c2cn(C)cn2)OCCCC[C@@H](C)O3)cc1 was read as BioA inh 2.1.
For COCC(=O)N1C[C@H]2[C@@H](c3ccccc31)[C@H](CO)N2Cc1ccccc1F the results were BioA inh -6.9.
For C[C@H]1CN([C@@H](C)CO)C(=O)c2cccc(NC(=O)NC3CCCCC3)c2O[C@@H]1CN(C)CC1CCCCC1 the results were BioA inh -3.1.
For CO[C@@H]1CN(C)C(=O)c2ccc(NC(C)=O)cc2OC[C@@H](C)N(C(=O)C2CC2)C[C@@H]1C the results were BioA inh -0.1.
`CNC[C@H]1OCCCC[C@H](C)Oc2ccc(NS(=O)(=O)c3ccc(F)cc3)cc2C(=O)N([C@H](C)CO)C[C@H]1C` gave BioA inh 0.4.
CC(C)NC(=O)N(C)C[C@@H]1Oc2ccc(NC(=O)Cc3cn(C)c4ccccc34)cc2CC(=O)N([C@H](C)CO)C[C@H]1C was read as BioA inh -1.7.
Screening Cc1ccc(S(=O)(=O)Nc2ccc3c(c2)C(=O)N([C@H](C)CO)C[C@@H](C)[C@@H](CN(C)Cc2ccc(C(=O)Nc4ccccc4N)cc2)O3)cc1 returned BioA inh 0.5.
For COc1ccc(NC(=O)Nc2ccc3c(c2)C(=O)N([C@@H](C)CO)C[C@@H](C)[C@@H](CN(C)Cc2ccc(C(F)(F)F)cc2)O3)cc1 the results were BioA inh -1.7.
`Cc1noc(C)c1S(=O)(=O)N(C)C[C@@H]1Oc2ccc(NS(=O)(=O)c3ccccc3)cc2CC(=O)N([C@H](C)CO)C[C@@H]1C` gave BioA inh -1.2.
O=C(C[C@@H]1CC[C@@H]2[C@H](COC[C@@H](O)CN2C(=O)C2CCOCC2)O1)NCc1ccncc1 was read as BioA inh -3.4.

Two neighbouring entries already listed:
For C[C@H]1CN([C@@H](C)CO)C(=O)Cc2cc(N(C)C)ccc2O[C@H]1CN(C)C the results were BioA inh -2.3.
COc1ccc(NC(=O)Nc2ccc3c(c2)C(=O)N([C@@H](C)CO)C[C@@H](C)[C@@H](CN(C)C(=O)C2CCCCC2)OCCCC[C@@H](C)O3)cc1 was read as BioA inh 0.1.

More structures.
Screening COc1ccc(NC(=O)N(C)C[C@@H]2Oc3ccc(NS(=O)(=O)c4ccc(OC)cc4)cc3C(=O)N([C@@H](C)CO)C[C@@H]2C)cc1 returned BioA inh 15.
`CC(C)NC(=O)N[C@@H]1CC[C@@H](CC(=O)O)O[C@@H]1CO` gave BioA inh 3.7.
Screening CNC[C@H]1Oc2cc(C#Cc3ccccn3)ccc2S(=O)(=O)N([C@@H](C)CO)C[C@@H]1C returned BioA inh -0.9.
`CO[C@@H]1CN(C)C(=O)c2ccc(NS(=O)(=O)CC(F)(F)F)cc2OC[C@H](C)N(Cc2nccs2)C[C@H]1C` gave BioA inh -2.1.
Screening C/C=C/c1ccc2c(c1)O[C@@H](CN(C)S(C)(=O)=O)[C@@H](C)CN([C@@H](C)CO)S2(=O)=O returned BioA inh 2.7.
For O=C(Nc1cccc(Cl)c1)N1C[C@@H]2[C@H](c3ccccc31)[C@H](CO)N2Cc1ccccc1Cl the results were BioA inh 5.0.
For CS(=O)(=O)N1[C@H](C#N)[C@@H](c2ccc(-c3ccccc3F)cc2)[C@@H]1CO the results were BioA inh -0.3.
Screening C[C@@H]1CN([C@@H](C)CO)C(=O)CCCn2nncc2CO[C@@H]1CN(C)CC1CCCC1 returned BioA inh -1.4.
`O=C(NC1CCCC1)N[C@H]1CC[C@H](CC(=O)N2CCOCC2)O[C@H]1CO` gave BioA inh 0.9.
Screening COc1cccc(CNC(=O)C[C@@H]2CC[C@@H](NC(C)=O)[C@H](CO)O2)c1 returned BioA inh -2.1.
CN1C(=O)c2cc(NC(=O)c3ccc(C(F)(F)F)cc3)ccc2OC[C@H]2O[C@H](CC(=O)O)CC[C@@H]21 was read as BioA inh -2.3.
For COc1ccc(CNC(=O)C[C@H]2C[C@H]3c4cc(NS(C)(=O)=O)ccc4O[C@H]3[C@H](CO)O2)cc1 the results were BioA inh -2.1.
`CN(C)CC(=O)N[C@H]1CC[C@H](CC(=O)NCc2ccccc2F)O[C@H]1CO` gave BioA inh -1.5.
COc1cccc(NC(=O)C[C@H]2CC[C@H]3[C@@H](COc4ccc(NS(=O)(=O)c5cccc(F)c5)cc4C(=O)N3C)O2)c1 was read as BioA inh 1.8.
Screening O=C(C[C@H]1CC[C@H]2[C@@H](COC[C@@H](O)CN2Cc2cccc(Cl)c2)O1)NCc1cccc(F)c1 returned BioA inh -1.3.
Screening C[C@H](CO)N1C[C@H](C)[C@@H](CN(C)Cc2ccccc2F)Oc2ncc(C#CCN(C)C)cc2C1=O returned BioA inh 2.0.
O=C1O[C@H](c2ccccc2)[C@H](c2ccccc2)N2[C@H]1[C@@H](C(=O)N1CCCCCCC1)[C@]1(C(=O)Nc3ccc(C#CC4(O)CCCCCC4)cc31)[C@H]2c1ccc(OCCO)cc1 was read as BioA inh 0.6.
Screening O=C(N[C@@H]1CC[C@H](CCNS(=O)(=O)c2ccccc2)O[C@@H]1CO)c1cccnc1 returned BioA inh 2.8.
For C[C@H](CO)N1C[C@H](C)[C@@H](CN(C)Cc2ccc(C(=O)O)cc2)Oc2ccc(NC(=O)Nc3ccccc3)cc2CC1=O the results were BioA inh 1.1.
Screening CC(C)NC(=O)Nc1ccc2c(c1)C(=O)N([C@H](C)CO)C[C@H](C)[C@@H](CN(C)S(=O)(=O)c1cn(C)cn1)OCCCC[C@H](C)O2 returned BioA inh -1.5.
`Cc1ccc(S(=O)(=O)N(C)C[C@@H]2Oc3ncc(-c4ccncc4)cc3C(=O)N([C@@H](C)CO)C[C@H]2C)cc1` gave BioA inh 2.4.

By substructure: the entries above with a COOH group.
`CC(C)NC(=O)N[C@@H]1CC[C@@H](CC(=O)O)O[C@@H]1CO` gave BioA inh 3.7.
CN1C(=O)c2cc(NC(=O)c3ccc(C(F)(F)F)cc3)ccc2OC[C@H]2O[C@H](CC(=O)O)CC[C@@H]21 was read as BioA inh -2.3.
For C[C@H](CO)N1C[C@H](C)[C@@H](CN(C)Cc2ccc(C(=O)O)cc2)Oc2ccc(NC(=O)Nc3ccccc3)cc2CC1=O the results were BioA inh 1.1.
